# TDP1 cell noCPT = qHTS for Inhibitors of human tyrosyl-DNA phosphodiesterase 1 (TDP1): qHTS in cells in absence of CPT; actives 15% (n = 420,000); Potency, µM (top dose mostly 46.2 µM), for the others: at the highest dose activity change, negative = growth inhibition, usual class: inhibitors; DT40 Tdp1-/- hTDP1 cells, no CPT, ATP luminescence, 48 h; AID 686978, 2013; note: nearly all actives have a fitted effect of over 55% in size
#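 Chicken DT40 Tdp1-/- cells complemented with human TDP1, screened without camptothecin (DMSO vehicle only), 400 cells/well. Compounds pin-transferred, cells incubated at 37 °C for at least 48 hr. Growth read as ATP-dependent luminescence (CellTiter-Glo, 30 min at RT).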
# TDP1 cell CPT = qHTS for Inhibitors of human tyrosyl-DNA phosphodiesterase 1 (TDP1): qHTS in cells in presence of CPT | chicken DT40 Tdp1-/-;hTDP1 cells + 20 nM CPT, ATP luminescence, 48 h | Potency, µM (series often up to 46.2 µM), for the others: top-dose activity change, negative = growth inhibition, usual class: inhibitors | actives 12% (n = 420,000) | AID 686979, 2013; note: nearly all actives have a fitted effect of over 55% in size
#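 Chicken DT40 Tdp1-/- cells complemented with human TDP1, 400 cells/well, exposed to compounds plus 20 nM camptothecin for at least 48 h at 37 C; viability read as ATP content by CellTiter-Glo luminescence.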
# KAT2A inh = qHTS Assay for Inhibitors of GCN5L2. Histone acetyltransferase KAT2A (Homo sapiens), Q92830. Potency, µM (series often up to 58.9 µM), without a hit: at the top dose activity change, negative = inhibition, usual class: inhibitors. GCN5L2 HAT assay, ThioGlo1 CoA-SH fluorescence. actives 0.21% (n = 390,000)
# Target sequence (Q92830 whole entry, looked up): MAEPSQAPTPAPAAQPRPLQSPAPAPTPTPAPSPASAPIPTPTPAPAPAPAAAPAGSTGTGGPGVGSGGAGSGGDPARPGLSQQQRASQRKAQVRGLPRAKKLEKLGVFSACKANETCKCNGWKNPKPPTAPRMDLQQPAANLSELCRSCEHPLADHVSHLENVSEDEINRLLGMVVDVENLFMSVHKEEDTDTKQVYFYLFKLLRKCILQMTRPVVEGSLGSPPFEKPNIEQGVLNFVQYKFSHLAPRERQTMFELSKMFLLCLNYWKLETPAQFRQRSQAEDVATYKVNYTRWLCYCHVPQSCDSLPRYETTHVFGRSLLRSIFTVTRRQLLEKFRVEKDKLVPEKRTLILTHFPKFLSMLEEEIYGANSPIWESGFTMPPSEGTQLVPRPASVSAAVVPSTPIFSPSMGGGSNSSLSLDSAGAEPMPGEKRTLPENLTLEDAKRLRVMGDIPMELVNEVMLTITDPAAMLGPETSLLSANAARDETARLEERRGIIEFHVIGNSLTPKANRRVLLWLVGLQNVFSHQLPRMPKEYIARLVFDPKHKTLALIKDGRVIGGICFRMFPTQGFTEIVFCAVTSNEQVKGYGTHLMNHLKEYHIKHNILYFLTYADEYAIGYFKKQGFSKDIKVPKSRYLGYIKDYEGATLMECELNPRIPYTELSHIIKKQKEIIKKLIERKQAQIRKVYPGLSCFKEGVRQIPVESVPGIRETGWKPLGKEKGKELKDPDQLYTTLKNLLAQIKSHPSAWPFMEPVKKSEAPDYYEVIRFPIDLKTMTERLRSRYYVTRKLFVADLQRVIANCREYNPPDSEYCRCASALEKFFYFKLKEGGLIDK
#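 Enzyme at 20nM final was mixed with library compounds for 15 min at room temperature. Peptide H3(1-25) at 75uM, acetyl-CoA at 70uM and ThioGlo1 at 50uM were then added. Plates were read immediately and after 20 min (Ex340nm/Em540nm).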
# An asterisk follows results filed as active; ? = inconclusive; · = no result given; & = joins results of further samples; [ ] = another dose, or the depositor's remark. Calls come from the whole dose curve; as a rule, active = well fitted curve in the direction sought with a large enough effect; inconclusive = small, poorly fitted or top-dose-only effect, or another doubt; inactive = no such curve, though single readings can be large; an effect the other way counts as inactive or inconclusive. % is set by controls: 0 for no effect and ±100 for the full control effect; potency is the fitted concentration of half-maximal effect.
SMILES,TDP1 cell noCPT,TDP1 cell CPT,KAT2A inh
COc1ccc(C2C(C#N)=C(/N=C/N3CCN(C)CC3)OC3=C2C(=O)CC(C)(C)C3)cc1 (stereo not given),-12.8%,-4.7%,-1.0%
O=C(COC(=O)Cc1ccccc1[N+](=O)[O-])NC1CCCC1,9.5%,7.4%,-3.2%
O=C(O)COc1ccccc1/C=N/NC(=O)c1ccc2c(c1)OCCO2,8.3%,3.0%,-20.0%
CC(=O)N(C)c1ccc(NC(=O)COc2ccc(Br)cc2C)cc1,?,?,-2.5%
O=C(c1cc2ccccc2o1)N1CCN(c2ccccn2)CC1,-5.8%,-3.0%,-2.9%
Cc1cccc(Cn2c(=O)n(Cc3ccccc3)c(=O)c3oc4ccccc4c32)c1,?,-6.4%,1.4%
CCCCNC(=O)CSc1nc2ccccc2nc1Cc1ccccc1,-1.5%,-25.0%,-17.5%
O=C(NC1CCCCC1)C(c1cccs1)N(C(=O)C(F)(F)F)c1ccccc1 (stereo not given),-16.4%,?,0.6%
CC1CCN(C(=O)Nc2ccc3nc(-c4ccco4)c(-c4ccco4)nc3c2)CC1,?,11.2µM*,·
CC12CCC(C(=O)NNc3ccc([N+](=O)[O-])cc3)(OC1=O)C2(C)C (stereo not given),-15.2%,-1.6%,-8.5%
COc1ccc(-c2noc(N3CCC(C(=O)N(C)c4ccccc4)CC3)n2)cc1,29.1µM*,?,-0.1%
CCc1ccc(C(=O)c2cn(CC(=O)NC3CCCCC3)c3nc(C)ccc3c2=O)cc1,2.2%,3.2%,-0.7%
O=C(CC1(O)C(=O)N(CCc2ccccc2)c2ccccc21)c1ccccn1 (stereo not given),5.17µM*,2.59µM*,-0.6%
CCCCCNC(=O)C1C(=O)Nc2ccccc2C(=O)N1c1c(C)cccc1C (stereo not given),-19.9%,4.5%,·
COC(=O)c1cc(OC)c(OC)cc1NC(=O)c1ccc(C)cc1,?,?,-1.5%
NC(=O)c1nsc(C(=O)N(Cc2ccco2)C(C(=O)NC2CCCC2)c2ccc(O)cc2)c1N (stereo not given),?,-29.0%,-8.9%
CCCCS(=O)CC(COc1ccc(Cl)cc1)OC(=O)c1ccccc1 (stereo not given),?,?,-12.9%
COc1ccc(C(CNC(=O)Cc2ccccc2F)N2CCCCC2)cc1 (stereo not given),-6.7%,6.2%,0.2%
Cc1csc2nc(-c3cccc(NS(C)(=O)=O)c3)cn12,-6.4%,0.6%,-5.1%
COc1ccc(C2C(C#N)=C(SC)NC3=C2C(=O)CC(C)(C)C3)cc1 (stereo not given),8.2µM*,6.51µM*,-0.8%
COc1ccccc1CNC(=O)CCCN1C(=O)COc2ccc(C)cc21,-24.4%,?,-1.2%
O=C(Nc1cccc(Cl)c1Cl)C1CCN(C(=O)c2cccs2)CC1,3.1%,-19.9%,-1.1%
CCOc1ccccc1C1CC(=O)NC(SCC(=O)Nc2nccs2)=C1C#N (stereo not given),?,?,-5.5%
Cc1ccc(CSc2ncc(Cl)c(C(=O)NCCc3ccc(S(N)(=O)=O)cc3)n2)cc1,?,?,-28.4%
O=C1C2C3C=CC([C@@H]2C(=O)N1C1CC1)[C@H]1C(=O)N(C2CC2)C(=O)C31 (stereo not given in full),-6.1%,-1.9%,-6.5%
CCN(CC)C(=O)Cn1c(=O)nc(-c2ccccc2F)c2cc(Cl)ccc21,-9.9%,-7.6%,3.9%
CCc1ccc(S(=O)(=O)Nc2cccc(-c3ccc(OC)nn3)c2)s1,9.2µM*,11.6µM*,-6.7%
CC(C)(C)C(CN1CCCC1)OC(=O)c1ccccc1 (stereo not given),-0.5%,7.6%,-4.9%
Cc1ccc(N(CCC#N)C(=O)CCl)cc1C,7.31µM*,?,-8.0%
Cc1ccccc1NC(=O)c1c(NC(=O)c2ccccc2)sc2c1CCC2,-10.8%,-1.4%,-4.6%
CC(=O)Nc1cccc(-c2csc(Nc3cccc(C)n3)n2)c1,?,?,-9.5%
CCCNC(=O)c1ccc(N2CCC3(CC2)CC(c2ccccc2)=NO3)c(NC(=O)c2ccccc2)c1,14.6µM*,5.8µM*,?
Cc1cc(NC(=O)C(Cl)Cl)cc2c1OCO2,?,-28.0%,·
O=C(COC(=O)C1(c2ccccc2F)CCCC1)NCc1ccc2c(c1)OCO2,?,?,-4.9%
O=C(N/N=C/c1ccc(-c2ccccc2Cl)o1)c1ccccc1,18.4µM*,14.6µM*,-3.6%
CCCCn1c(SCC(=O)Nc2cc(C(F)(F)F)ccc2Cl)nnc1C(CC)N(C)C (stereo not given),20.6µM*,?,-1.1%
Cc1cccc(-c2nc(CSCC(=O)NCCCN3CCOCC3)c(C)o2)c1,-4.6%,2.5%,-3.0%
c1ccc(Oc2cccc(OCCn3cncn3)c2)cc1,-5.4%,-4.1%,-3.7%
Cc1c(C(=O)Nc2nc3ccccc3[nH]2)oc2ccccc12,23.1µM*,20.6µM*,-20.5%
Cc1cc(C)c(S(=O)(=O)N2CCOC2CNC(=O)C(=O)NCCc2ccc(S(N)(=O)=O)cc2)c(C)c1 (stereo not given),?,?,1.1%
CCOC(=O)c1ccccc1NC(=O)CSc1nnc(Cc2cccn2C)n1-c1ccc(F)cc1,?,?,-8.4%
O=S(=O)(c1ccc(Br)cc1)N1CCCN(Cc2cccc(F)c2)CC1,?,-10.0%,-10.2%
CC(C)(C)OC(=O)NC1CONC1=O (stereo not given),-21.3%,-9.7%,0.4%
CN(CC(=O)Nc1cccc(F)c1)C(=O)c1ccccc1-n1cnnn1,11.4%,0.2%,0.6%
CCOCCCNC(=O)COc1ccc(OC)cc1,-9.9%,-11.0%,0.2%

# Next part (2 carried over from the part before).
SMILES,TDP1 cell noCPT,TDP1 cell CPT,KAT2A inh
CN(CC(=O)Nc1cccc(F)c1)C(=O)c1ccccc1-n1cnnn1,11.4%,0.2%,0.6%
CCOCCCNC(=O)COc1ccc(OC)cc1,-9.9%,-11.0%,0.2%
CC1CN(S(=O)(=O)c2cccc(C(=O)OCC(=O)N3CCCCCC3)c2)CC(C)O1 (stereo not given),-20.5%,-0.1%,-2.3%
COC(=O)c1ccc(Nc2cc(C)nc3ccccc23)cc1,18.4µM*,?,-2.2%
CCOC(=O)c1c2c(c(=S)n(-c3ccccc3)c1N)CCC2,-19.5%,-1.5%,-10.7%
CC(NC(=O)C(c1ccccc1)c1ccccc1)C(=O)N1CCCCC1 (stereo not given),-23.6%,-8.3%,-7.0%
CC1Cc2nc(SCC(=O)Nc3ccc(F)cc3)n(C)c(=O)c2S1 (stereo not given),?,23.1µM*,3.2%
CC(C)N1C(=O)CSC1c1ccc(Br)cc1 (stereo not given),0.8%,1.2%,-1.3%
O=C(CSc1ncnc2c1cnn2-c1cccc(Cl)c1)NCC1CCCO1 (stereo not given),14.6µM*,?,1.3%
COc1cccc(Cn2cc(N)cn2)c1,-5.3%,-3.1%,1.4%
N#Cc1ccccc1-c1ccc2ncnc(NCc3cccnc3)c2c1,?,?,-16.1%
Fc1ccc(-c2nc3c(Cl)cc(C(F)(F)F)cn3c2Cc2ccccc2)cc1,?,?,·
c1ccc(-c2ccccc2OCc2nnc3n2CCC3)cc1,?,-15.2%,-10.4%
CSc1ccc(CCNC(=O)c2ccc(CS(=O)(=O)c3ccc(Br)cc3)o2)cc1,20.6µM*,23.1µM*,-10.5%
OCC1(Cc2ccccc2)CCCN(Cc2c[nH]c3ccccc23)C1 (stereo not given),18.4µM*,11.6µM*,0.7%
COC(=O)c1cc(S(=O)(=O)N2CCN(c3cccc(C)c3)C(C)C2)cn1C (stereo not given),?,?,-5.7%
O=C(O)C(Cc1cc2ccccc2[nH]1)N1C(=O)C2CC=C(Cl)CC2C1=O (stereo not given),-0.1%,-6.1%,-0.4%

# Continued (6 carried over from the part before).
SMILES,TDP1 cell noCPT,TDP1 cell CPT,KAT2A inh
Fc1ccc(-c2nc3c(Cl)cc(C(F)(F)F)cn3c2Cc2ccccc2)cc1,?,?,·
c1ccc(-c2ccccc2OCc2nnc3n2CCC3)cc1,?,-15.2%,-10.4%
CSc1ccc(CCNC(=O)c2ccc(CS(=O)(=O)c3ccc(Br)cc3)o2)cc1,20.6µM*,23.1µM*,-10.5%
OCC1(Cc2ccccc2)CCCN(Cc2c[nH]c3ccccc23)C1 (stereo not given),18.4µM*,11.6µM*,0.7%
COC(=O)c1cc(S(=O)(=O)N2CCN(c3cccc(C)c3)C(C)C2)cn1C (stereo not given),?,?,-5.7%
O=C(O)C(Cc1cc2ccccc2[nH]1)N1C(=O)C2CC=C(Cl)CC2C1=O (stereo not given),-0.1%,-6.1%,-0.4%
CCCCN(C(=O)c1cc(CC)c(C)s1)c1c(N)n(CCC)c(=O)[nH]c1=O,9.3%,-3.3%,-2.9%
CC1=[N+]([O-])C(C)(C)CC(C)(C)c2ccccc21,-1.2%,-2.9%,-3.8%
O=C(Nc1ccc2nc(-c3cccs3)[nH]c2c1)c1cccs1,23.1µM*,?,-3.6%
CC(Oc1ccc(Cl)cc1)C(=O)NCC1CCCO1 (stereo not given),-1.7%,8.0%,-7.8%
COc1ccc(N(CC(=O)N2CCN(Cc3ccccc3)CC2)S(C)(=O)=O)c(OC)c1,13µM*,?,-3.3%
CSCC[C@H](NC(=O)c1cc([N+](=O)[O-])ccc1Cl)c1nc2ccccc2[nH]1,-3.0%,-20.6%,-6.9%
CCCC(C)NC(=S)Nc1cc(C)cc(C)c1 (stereo not given),-1.1%,2.9%,-10.6%
CCCn1c(=O)c2sccc2n2c(CCCC(=O)N3CCN(c4ccccc4OC)CC3)nnc12,?,18.4µM*,-15.2%
COC1OC2COC(c3ccccc3)OC2C(OC(=O)c2ccccc2)C1OC(=O)c1ccccc1 (stereo not given),?,?,·
N#Cc1cnn2cc(CCN3CCOCC3)c(-c3ccc(F)cc3)nc12,-6.5%,-6.2%,-2.5%
O=C(N/N=C/c1cc([N+](=O)[O-])ccc1O)C(O)(c1ccccc1)c1ccccc1,16.4µM*,?,?
N#CC1CCCc2c1[nH]c1ccc([N+](=O)[O-])cc21 (stereo not given),-5.2%,?,-4.3%
Cc1cccnc1C(NC(=O)C1CCN(CCOc2ccc(F)cc2)CC1)c1ccc(F)cc1 (stereo not given),?,?,·
Cc1c(NC(=O)Nc2ccc(C#N)cc2)c(=O)n(-c2ccccc2)n1C,-13.9%&-9.3%,2.1%&-8.2%,11.7%&-1.0%
O=C1Nc2ccc(Br)cc2C1Cc1ccccc1F (stereo not given),5.1%,38.1%[activator],-5.7%
c1ccc(C2c3[nH]c4ccccc4c3CCN2Cc2cccn2-c2ccccn2)nc1 (stereo not given),?,?,-7.0%
COc1ccc(C2Nc3ccccc3C(=O)N2c2ccccc2)cc1COc1ccc(NC(C)=O)cc1 (stereo not given),?,?,·
CC1CC[C@@]2(OC1)O[C@H]1CC3[C@@H]4C[C@@H](O)[C@@]5(O)C[C@@H](O)[C@H](O)C[C@]5(C)[C@H]4CC[C@]3(C)[C@H]1[C@@H]2C (stereo not given in full),-1.4%,12.2%,2.1%
CC(C)c1[nH]nc2c1C(c1ccco1)C(C#N)=C(N)O2 (stereo not given),?,-2.7%,-4.2%
O=C(c1ccc(Cn2c(=S)[nH]c3ccc(N4CCOCC4)cc3c2=O)cc1)N1CCN(c2ccc(F)cc2)CC1,16.4µM*,16.4µM*,-8.7%
O=C1NC[C@H](CCCCN2C[C@H](Cc3ccccc3)N(CCc3ccc(O)cc3)C(=O)C2=O)N(CCC2CCCCC2)C1=O,?,?,·
Cc1c(C(=O)OCC(=O)N2CCCC(C)C2)oc2ccccc12 (stereo not given),-22.8%,0.2%,-2.0%
Cc1cccc(OCc2ccc(-c3nc(C#N)c(N4CCN(c5ccccc5)CC4)o3)o2)c1,?,?,-12.4%
Cc1ccc(NC(=O)COc2ccc(Br)cc2CO)cc1,-19.3%,-21.5%,-6.4%
CCc1ccc(S(=O)(=O)c2nnn3c2nc(Nc2cc(OC)ccc2OC)c2sccc23)cc1,-10.7%,-12.4%,-6.9%
CC(C)(C)NC(=O)COC(=O)c1ccccc1NC(=O)c1ccco1,-4.2%,2.6%,-7.5%
O=C(Nc1c2c(nn1-c1cccc(Cl)c1)CS(=O)(=O)C2)c1ccco1,14.3%,3.7%,-9.0%
CCCCn1c(N)c(N(CC(C)C)C(=O)CCCn2c(=O)oc3ccccc32)c(=O)[nH]c1=O,-21.3%,-0.4%,3.0%
CCOC(=O)C1CCN(C(=O)c2ccccc2)c2scc(-c3ccccc3)c2C1=O (stereo not given),?,?,·
CN(C)c1ncnc2c1ncn2C1CCCCO1 (stereo not given),-8.0%,-7.3%,·

# High-throughput results as filed in PubChem.

# Random draw from the library. Share with any hit: about 18%.
